# Anthrax LF inh2: anthrax lethal factor protease inhibition; inhibition, % at 10 µM; 360,000 tested, 0.12% active; multiplex microsphere protease cleavage assay, LF; P15917; further: plate controls were buffer without enzyme for full effect and enzyme alone for no effect
# Target sequence (P15917 whole entry, looked up): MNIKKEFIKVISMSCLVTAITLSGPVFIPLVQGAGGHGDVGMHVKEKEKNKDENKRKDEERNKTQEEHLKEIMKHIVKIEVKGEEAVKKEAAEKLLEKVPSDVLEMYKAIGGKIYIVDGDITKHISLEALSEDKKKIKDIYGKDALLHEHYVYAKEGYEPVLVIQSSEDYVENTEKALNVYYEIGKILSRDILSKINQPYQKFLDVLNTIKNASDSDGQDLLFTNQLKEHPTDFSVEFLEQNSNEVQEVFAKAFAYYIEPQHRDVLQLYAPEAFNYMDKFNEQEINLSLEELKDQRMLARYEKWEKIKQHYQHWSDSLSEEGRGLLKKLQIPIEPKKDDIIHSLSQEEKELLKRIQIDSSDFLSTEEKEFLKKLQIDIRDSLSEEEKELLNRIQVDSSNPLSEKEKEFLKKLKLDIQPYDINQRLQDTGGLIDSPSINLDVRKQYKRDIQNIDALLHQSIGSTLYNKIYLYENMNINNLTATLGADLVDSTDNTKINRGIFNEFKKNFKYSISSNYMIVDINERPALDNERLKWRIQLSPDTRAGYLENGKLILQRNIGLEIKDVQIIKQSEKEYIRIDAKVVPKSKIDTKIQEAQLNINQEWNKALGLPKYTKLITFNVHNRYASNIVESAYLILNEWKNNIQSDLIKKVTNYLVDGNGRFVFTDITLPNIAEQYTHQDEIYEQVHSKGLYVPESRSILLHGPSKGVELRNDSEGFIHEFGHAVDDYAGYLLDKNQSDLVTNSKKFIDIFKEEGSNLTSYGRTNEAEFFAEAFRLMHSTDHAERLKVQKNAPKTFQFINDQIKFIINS
# Vc quorum ag: inducers of Vibrio cholerae quorum light production without autoinducers | AID 588436 | activation, % at 18.7 µM | 350,000 tested, 0.16% active | V. cholerae BH1578 lux reporter, luminescence, 6 h; in the data active means activation mostly above about 9.7%, no sharp cut-off; inconclusive means no clear call, values can overlap the other calls; inactive means mostly below about 3.7%; further: not every result past the cut was called active; inactives centre near 0; reference of the scale not given here
# DUSP3 inh: DUSP3 (human) phosphatase inhibition | P51452 | recombinant VHR phosphatase, pNPP absorbance | inhibition, % at 13.3 µM | 290,000 tested, 0.52% active; in the data active means inhibition above about 50%; further: some compounds called inactive have numbers as strong as hits
# Target sequence (P51452 whole entry, looked up): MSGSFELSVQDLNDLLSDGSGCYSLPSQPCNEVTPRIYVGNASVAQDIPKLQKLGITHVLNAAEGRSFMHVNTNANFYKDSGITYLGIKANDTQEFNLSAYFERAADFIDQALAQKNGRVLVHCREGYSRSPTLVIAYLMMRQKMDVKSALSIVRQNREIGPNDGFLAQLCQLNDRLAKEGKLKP
# TcdB inh: blocks C. difficile toxin B glycohydrolase activity; 350,000 tested, 0.24% active; inhibition, % at 9.99 µM; TcdB glycohydrolase enzymatic assay, plate reader; AID 652162; in the data active means inhibition above about 10%
# Yp Topo-I inh: blocks Yersinia pestis topoisomerase I activity. Y. pestis Topo-I cleavage product accumulation, plate reader. activity, % at 10 µM. 360,000 tested, 0.064% active; in the data active means activity above about 50%, passing the limit was not always enough; inconclusive means no clear call, values can overlap the other calls; further: inactives centre near 2
# BoNT-A LC inh2: inhibitors of Botulinum neurotoxin A light chain protease; multiplex microsphere protease substrate cleavage, flow cytometry; inhibition, % at 10 µM; 360,000 tested, 0.17% active; further: plate controls were buffer without enzyme for full effect and enzyme alone for no effect
# PfHsp40 rescue: restores yeast growth despite PfHsp40 toxicity | S. cerevisiae expressing PfHsp40, growth rescue, ATP luminescence | growth rescue, % at 12.5 µM | 340,000 tested, 0.68% active; in the data active means growth rescue above about 28%, passing the limit was not always enough; inconclusive means no clear call, values can overlap the other calls;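 further: yeast W303a lacking pdr1 and pdr3 grown in galactose medium; growth measured after three days at 30 °C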
# PriA SSB inh: inhibitors of Klebsiella pneumoniae PriA binding to SSB C-terminal tail; inhibition, % at 33 µM; AID 1272365; AlphaScreen SSBct-PriA binding, biotinylated peptide; 430,000 tested, 0.6% active; in the data active means inhibition mostly above about 37%, no sharp cut-off; inactive means mostly below about 20%;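 further: plate controls were negative control peptide for no effect and reference peptide for full effect; strong numbers were not always called active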
# CCHFV vOTU inh: blocks the CCHF virus ovarian tumor domain protease | CCHFV vOTU protease, Pep-AMC fluorescence | inhibition, % at 11.5 µM | 370,000 tested, 0.55% active; in the data active means inhibition above about 30%; further: 0% = vehicle wells with enzyme and 100% = no enzyme wells
# 3CLpro inhibitor: SARS-CoV 3CLpro protease inhibition. P0C6X7. recombinant SARS-CoV 3CLpro, quenched FRET peptide cleavage. inhibition, % at 6 µM. 290,000 tested, 0.14% active. AID 1706; in the data active means inhibition above about 12%
# An asterisk follows results filed as active; i = inactive; ? = inconclusive; / = not tested or not shown. Unless noted, no stated cut-off is given here; in the data, active means inhibition above about 30%; inconclusive means no clear call, values can overlap the other calls; inactive means below that.
SMILES,Anthrax LF inh2,Vc quorum ag,DUSP3 inh,TcdB inh,Yp Topo-I inh,BoNT-A LC inh2,PfHsp40 rescue,PriA SSB inh,CCHFV vOTU inh,3CLpro inhibitor
CN(c1ccccc1)S(=O)(=O)c1cc(Cl)ccc1Cl,3,i,18,0.9,-5,-0.2,0.0,-19,-2,4
CCN(CC)CCNC(=S)Nc1ccc(F)cc1,-4,0.9,6,0.2,2,-0.5,-0.4,-9,-6,-2
CCOC(=O)c1c(-c2ccccc2)csc1NC(=O)CSc1nc(N)cc(N)n1,-4,-0.2,-2,/,12,-0.6,-0.8,20,13,4
CCN1C(=O)[C@@H]2[C@@H](c3ccc(-c4cccc(Cl)c4)cc3)N3CCC[C@@]3(C(=O)OC)[C@@H]2C1=O,-5,4.3,/,1.5,6,-0.7,-0.6,-2,-8,/
CC(=O)Nc1cc(-c2ccc(C(=O)N3CCOCC3)cc2)cn2c(-c3ccc(F)cc3)cnc12,-3,i,/,1.0,15,0.0,/,/,-1,/
Cc1nc(-c2ccccc2)nc2sc(C(=O)c3ccc(F)cc3)c(N)c12,24,i,-34,-2.3,0,4.5,0.1,-10,1,-2
Cc1ccc(C)c(N2CCN(C(=O)CCc3nc(-c4ccc(F)cc4)no3)CC2)c1,-1,-0.8,/,-0.3,40,-0.1,1.8,-9,7,/
CCOC(=O)Cc1csc(NC(=O)C(C)Oc2ccc3c(C)cc(=O)oc3c2)n1 (stereo unspecified),-2,-0.3,35,/,9,-0.1,0.3,-3,-9,-7
CNc1snc(C)c1C(=O)OCC(=O)c1ccc(OC)c(F)c1,-4,i,/,0.7,-3,4.5,0.4,-6,2,/
CC(C)NC(=S)N1CCN(C(c2ccccc2)c2ccccc2)CC1,0,i,22,-0.3,10,-0.3,5.1,-5,1,3
CCN(CC)S(=O)(=O)c1ccc(NC(=O)Cc2cccs2)cc1,-4,-0.6,-13,-0.7,-5,-0.7,-0.6,-12,4,-3
O=C(COC(=O)c1ccc(Cl)nc1)Nc1cccnc1Cl,?,-0.7,/,0.1,6,-0.4,-1.3,-2,-11,/
CN1OC[C@@H]2CN(S(=O)(=O)c3ccccc3)[C@H](c3ccc(-n4ccnc4)cc3)C[C@@H]21,8,/,/,-0.2,/,0.2,/,/,6,/
COc1cc(C(=O)NCC(c2cccnc2)N2CCN(c3ccccc3)CC2)cc(OC)c1OC (stereo unspecified),-6,-0.2,2,-1.6,16,0.3,-0.8,-1,9,1
CCc1ccc(NC(=O)C2=CC(c3ccc(OC)c(OC)c3)=NS(=O)(=O)N2C)cc1,-8,-0.1,13,5.0,17,0.3,-1.5,0,0,3
CC1=N/C(=C\c2ccc(OC(C)C)cc2)C(=O)N1c1ccc(C(=O)O)cc1,0,2.7,2,0.7,9,-0.6,-0.4,5,7,0
COc1cc(C(=O)N2CCN(c3ccccc3)CC2)c2ccccc2n1,-5,1.0,/,1.7,30,0.1,0.5,6,4,/
O=C(COc1ccc(S(=O)(=O)NC2CCCCC2)cc1)NC1CC1,0,-4.5,14,0.9,5,-2.5,-0.7,-15,7,0
CCN(CC(=O)Nc1ccc(NC(C)=O)cc1)C(=O)CCCOc1ccc(C(C)(C)C)cc1,-6,i,/,1.9,2,1.5,-0.3,-3,2,/
O=C(Nc1cccc(Oc2ccccc2)c1)C1Cc2c(-c3ccco3)ccnc2O1 (stereo unspecified),-9,-1.2,/,0.5,29,-0.5,/,/,10,/
O=c1[nH]c(/C(=N\O)c2ccccc2)no1,-2,2.5,-8,/,-3,-0.9,0.0,/,-8,3
Nc1ccc(CCc2ccc(N)cc2)cc1,1,-0.8,/,0.5,0,-2.0,0.3,-6,12,/
COc1ccc2[nH]cc(C(=O)NCCc3ccccc3)c(=O)c2c1,/,-0.1,24,-0.9,5,/,2.0,-15,1,2
O=C(NCCNc1ccc([N+](=O)[O-])cc1)c1cc(F)c(F)cc1Cl,3,-0.6,/,1.4,-7,2.5,/,-3,-7,/
COc1ccccc1N1CCN(C2CCCN(C(=O)c3oc(C)cc3C)C2)CC1 (stereo unspecified),-1,i,-4,0.3,18,-0.4,1.8,-3,10,0

# Next section
SMILES,Anthrax LF inh2,Vc quorum ag,DUSP3 inh,TcdB inh,Yp Topo-I inh,BoNT-A LC inh2,PfHsp40 rescue,PriA SSB inh,CCHFV vOTU inh,3CLpro inhibitor
CCc1c(O)nc(SC2CC(=O)N(c3ccc(F)c(Cl)c3)C2=O)[nH]c1=O (stereo unspecified),-4,-0.2,13,0.0,0,4.3,-1.2,6,-6,-3
COc1ccc(S(=O)(=O)Nc2ccc3c(c2)OCO3)cc1,-9,i,3,/,3,0.6,0.2,-1,-1,1
COc1ccc(-c2nn(C)c(=O)c3ccccc23)cc1NC(=O)Cn1nc(-c2ccccc2)c2ccccc2c1=O,-2,-3.8,12,/,4,0.8,-1.5,-5,-12,2
Cn1ncc([N+](=O)[O-])c1C(=O)Nc1ccc(-c2nc3ccccc3[nH]2)cc1,1,-4.2,8,/,-4,-1.2,0.6,7,15,-4
O=[N+]([O-])c1nn(-c2ccc(Cl)cc2)n(O)c1=NCc1ccccc1,-7,4.2,12,0.5,0,-1.1,3.9,16,-1,3
COc1cccc(C(=O)N(CN2CCCC2=O)c2cc(C)on2)c1,1,i,1,-8.5,-4,?,1.6,1,-14,-4
N#Cc1ccc(CSc2nnc(NC(=O)C3CC(=O)N(c4ccc5c(c4)OCCO5)C3)s2)cc1 (stereo unspecified),2,-0.3,8,/,-2,0.5,0.5,-5,/,3
CCOC(=O)N/N=C\c1cccc(OC)c1OC/C=C/c1ccccc1,3,i,27,1.3,-3,-1.6,2.6,/,-3,3
CCCCCN1CC(=O)N2[C@@H](Cc3c([nH]c4ccccc34)C2(C)C)C1=O,8,i,9,0.5,1,0.0,3.6,3,7,7
COc1cccc(CNC(=S)NC2CC2)c1,-6,-0.2,26,6.1,-12,-0.5,-1.4,-15,1,-4
Cc1ccn2c(=O)c(C(=O)NCCCN3CCCCC3C)c(O)nc2c1 (stereo unspecified),2,-3.9,10,/,4,2.3,0.4,5,/,-2
CCc1cccc(OCCCCN(CC)CC)c1,-2,-0.7,20,/,-4,1.5,-0.5,4,8,-5
COc1ccc(S[C@@H](CCN2CC[C@H](NC(=O)OCc3ccccc3)CCC2=O)c2ccccc2)cc1,-1,-3.6,/,0.3,17,-0.6,1.1,11,36*,/
CN(C)S(=O)(=O)Oc1cccc(C(=O)Nc2ccccc2Cl)c1,-7,-0.3,7,/,-1,0.6,0.2,-9,-3,6
CN(C)c1ccc(C=NNc2nc3c([nH]2)c(=O)n(C)c(=O)n3C)cc1,-1,2.7,/,-1.5,-5,-1.0,-0.6,-7,5,/
COc1ccc(-c2nnnn2-c2ccccc2OC)cc1,-3,-1.9,-12,/,3,-1.0,-0.4,-16,-4,2
O=C(COc1ccc(-c2nnco2)cc1)NC1CCS(=O)(=O)C1 (stereo unspecified),2,i,/,1.0,2,0.1,31*,-9,3,/
CCc1ccc(NC(=O)c2ccc(Cn3cc([N+](=O)[O-])cn3)cc2)cc1,-4,-0.6,-4,0.4,5,-0.1,-0.3,-15,-7,-1
O=C(O)c1cccc(NC(=O)c2cccc(S(=O)(=O)N3CCc4ccccc43)c2)c1,1,-0.1,-41,0.8,6,-1.1,-0.2,-8,14,10
Cc1ccc(N=Cc2c(O)n(-c3nccs3)c(=O)c3ccccc23)cc1,-1,1.7,24,-0.1,10,-0.2,-1.3,2,-2,-3
CCN1CCN(C(=O)CCc2nnc3ccc(N4CCC5(CC4)OCCO5)nn23)CC1,-2,i,2,1.2,-13,1.6,0.6,-12,6,-9
Cc1cccc2cc(C#N)c(NCCNS(=O)(=O)c3ccc4c(c3)OCCO4)nc12,-7,-3.1,-12,/,-1,-1.2,0.4,-20,-9,4
CCCCNC(=O)Nc1cnn(CC)c1C(N)=O,1,i,-4,/,-4,-0.8,-0.8,3,0,-3
C/C(=N\NC(=O)c1nnn(-c2nonc2N)c1CN1CCc2ccccc21)c1ccccc1O,1,0.2,-4,-1.4,19,1.0,-0.6,/,13,9
c1cc2ccc3ccc(CN4CCOCC4)c4ccc(c1)c2c34,-3,5.0,2,/,11,1.5,0.2,-29,-5,-4

# 2 consecutive records out of the list so far, quoted:
SMILES,Anthrax LF inh2,Vc quorum ag,DUSP3 inh,TcdB inh,Yp Topo-I inh,BoNT-A LC inh2,PfHsp40 rescue,PriA SSB inh,CCHFV vOTU inh,3CLpro inhibitor
C/C(=N\NC(=O)c1nnn(-c2nonc2N)c1CN1CCc2ccccc21)c1ccccc1O,1,0.2,-4,-1.4,19,1.0,-0.6,/,13,9
c1cc2ccc3ccc(CN4CCOCC4)c4ccc(c1)c2c34,-3,5.0,2,/,11,1.5,0.2,-29,-5,-4

# Later entries
SMILES,Anthrax LF inh2,Vc quorum ag,DUSP3 inh,TcdB inh,Yp Topo-I inh,BoNT-A LC inh2,PfHsp40 rescue,PriA SSB inh,CCHFV vOTU inh,3CLpro inhibitor
Cc1cnc(C(=O)OCC(=O)Nc2ccc(Cl)cc2)cn1,-2,i,16,0.6,-4,0.1,-0.8,1,10,-2
O=c1oc2ccccc2c(NCCc2ccccc2)c1[N+](=O)[O-],0,-0.2,-5,/,-5,0.1,-1.1,-4,5,-1
O=S(=O)(c1ccccc1)N1CCCC1c1cccs1 (stereo unspecified),/,-1.3,40,1.8,-4,/,16,-1,-7,-1
Cc1cccc(OCC(=O)N/N=C/c2sc(=O)n(Cc3cccc(C(=O)O)c3)c2Cl)c1,-3,-0.3,25,-0.1,15,-0.3,-1.0,i,13,9
O=C(COc1coc(CN2CCN(c3ccccc3F)CC2)cc1=O)NCC1CCCO1 (stereo unspecified),/,-0.7,/,2.2,-2,/,-0.8,4,-6,/
O=C(O)CCCC(=O)N1CCN(c2nc(-c3ccccc3Cl)c3cc(Br)ccc3n2)CC1,-6,i,1,0.1,34,0.5,47*,2,-4,6
CN1C(=O)C(C2c3ccccc3C(=O)N2Cc2ccccc2)C(=O)N(C)C1=O (stereo unspecified),-1,-0.6,24,/,-7,-0.4,0.0,-19,0,2
Cn1c(=O)oc2cc(S(=O)(=O)Nc3cccc(C(=O)O)c3)ccc21,-5,-2.0,4,/,0,-0.3,0.9,-11,-10,1
COC(=O)N/N=C\c1cc(Br)ccc1OCc1ccccc1,-4,-0.4,-4,/,14,0.0,12,/,-15,4
Cn1c(-c2ccc(C(C)(C)C)cc2)n[nH]c1=S,1,0.8,-17,/,3,0.6,0.7,-7,0,-2
Cn1ncc(Br)c1C(=O)NC(=S)N1CCN(c2ccccn2)CC1,-4,-0.6,14,/,-2,-1.1,0.5,-4,-8,1
Cc1ccc(C)c(N(C(=O)Cn2nnc(-c3cccs3)n2)C(C(=O)NC2CC2)c2ccc(C)o2)c1 (stereo unspecified),-5,829*,4,/,2,-1.2,-0.4,-3,-10,0

# Quoted at random: 4 entries already listed.
SMILES,Anthrax LF inh2,Vc quorum ag,DUSP3 inh,TcdB inh,Yp Topo-I inh,BoNT-A LC inh2,PfHsp40 rescue,PriA SSB inh,CCHFV vOTU inh,3CLpro inhibitor
Cn1c(-c2ccc(C(C)(C)C)cc2)n[nH]c1=S,1,0.8,-17,/,3,0.6,0.7,-7,0,-2
Cc1ccc(C)c(N2CCN(C(=O)CCc3nc(-c4ccc(F)cc4)no3)CC2)c1,-1,-0.8,/,-0.3,40,-0.1,1.8,-9,7,/
O=C(NCCNc1ccc([N+](=O)[O-])cc1)c1cc(F)c(F)cc1Cl,3,-0.6,/,1.4,-7,2.5,/,-3,-7,/
CCN(CC)CCNC(=S)Nc1ccc(F)cc1,-4,0.9,6,0.2,2,-0.5,-0.4,-9,-6,-2

# Screens deposited in PubChem by several laboratories.

# An excerpt; rates above refer to the full screens.
